# Calpain2 inh – inhibitors of pig calpain II. inhibition, % at 16 µM. 220,000 compounds, 0.37% hits. purified calpain II, fluorogenic peptide substrate, 30 min;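 active means inhibition above about 50%, limit read from the data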
# Rad51 HR inh – blocks human Rad51 in homologous recombination; hRad51 DNA strand exchange, fluorescence dequenching; inhibition, % at 10 µM; 200,000 compounds, 0.085% hits;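 active means inhibition above 40% at the single screening dose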;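 further: 0% = DMSO control wells and 100% = blanks with heterologous ssDNA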
#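 Test system: preformed human Rad51 ssDNA filaments; also added: Donor/quencher-labelled 47-bp dsDNA substrate; doses: 10 µM final, single point; times: 37 °C 15-min filament assembly, 30-min compound preincubation, 15-min exchange; detection: FRET fluorescence dequenching, excitation 485 nm, emission 520 nm; read-out basis: Fluorescence-based percent inhibition, control- and blank-normalised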
# Furin inhibitor – human furin inhibition. inhibition, % at 30 µM. purified furin, fluorogenic substrate cleavage. P09958. 220,000 compounds, 0.061% hits; in the data active means inhibition above about 25%; further: inactives centre near -15
# Thrombin inh – thrombin (human) inhibition; P00734; alpha-thrombin, Boc-VPR-AMC fluorogenic substrate cleavage; inhibition, % at 5 µM; 220,000 compounds, 0.26% hits; AID 1046;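 active means inhibition at or above 40%; inactive means inhibition below 40%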;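 further: 0% = enzyme with no compound and 100% = wells without enzyme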
#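 System – human alpha-thrombin protein · Reagent – Boc-VPR-AMC substrate, 15 µM final · Compound – 5 µM single dose in 0.2% DMSO · Schedule – reaction at room temperature · Technique – AMC fluorescence at 355 nm excitation and 460 nm emission · Read-out basis – % inhibition relative to enzyme controls and enzyme-free blanks · Control set – no-compound enzyme wells and no-enzyme blanks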
# PERK inh – inhibitors of human PERK kinase | CHO PERK-DD fusion, SEAP luminescence translation reporter | inhibition, % at 5.6 µM | 220,000 compounds, 0.17% hits;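 active means inhibition above the mean inhibition of all tested compounds plus 3 SD, set separately per screening campaign, cut at about 2.9% in these data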;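 further: PERK kinase domain activated by AP20187 dimerizer at 100 nM; 0% = DMSO with dimerizer and 100% = rapamycin at 8.4 µM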
# Cl transport mod – KCC2 (human) Cl- transport modulation | 190,000 compounds, 2.2% hits | Q9H2X9 | B-score of Tl+ flux slope (higher = more flux/activation; lower = inhibition) at 10 µM | KCC2 cells, thallium flux FluoZin-2 fluorescence | AID 1456;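 active means thallium flux slope and its plate-corrected score both differing from the plate sample mean at a set confidence after two filtering rounds, in either direction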;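 further: slope of fluorescence scaled to starting intensity during 10 to 20 s after thallium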
# Target sequence (Q9H2X9 whole entry, looked up): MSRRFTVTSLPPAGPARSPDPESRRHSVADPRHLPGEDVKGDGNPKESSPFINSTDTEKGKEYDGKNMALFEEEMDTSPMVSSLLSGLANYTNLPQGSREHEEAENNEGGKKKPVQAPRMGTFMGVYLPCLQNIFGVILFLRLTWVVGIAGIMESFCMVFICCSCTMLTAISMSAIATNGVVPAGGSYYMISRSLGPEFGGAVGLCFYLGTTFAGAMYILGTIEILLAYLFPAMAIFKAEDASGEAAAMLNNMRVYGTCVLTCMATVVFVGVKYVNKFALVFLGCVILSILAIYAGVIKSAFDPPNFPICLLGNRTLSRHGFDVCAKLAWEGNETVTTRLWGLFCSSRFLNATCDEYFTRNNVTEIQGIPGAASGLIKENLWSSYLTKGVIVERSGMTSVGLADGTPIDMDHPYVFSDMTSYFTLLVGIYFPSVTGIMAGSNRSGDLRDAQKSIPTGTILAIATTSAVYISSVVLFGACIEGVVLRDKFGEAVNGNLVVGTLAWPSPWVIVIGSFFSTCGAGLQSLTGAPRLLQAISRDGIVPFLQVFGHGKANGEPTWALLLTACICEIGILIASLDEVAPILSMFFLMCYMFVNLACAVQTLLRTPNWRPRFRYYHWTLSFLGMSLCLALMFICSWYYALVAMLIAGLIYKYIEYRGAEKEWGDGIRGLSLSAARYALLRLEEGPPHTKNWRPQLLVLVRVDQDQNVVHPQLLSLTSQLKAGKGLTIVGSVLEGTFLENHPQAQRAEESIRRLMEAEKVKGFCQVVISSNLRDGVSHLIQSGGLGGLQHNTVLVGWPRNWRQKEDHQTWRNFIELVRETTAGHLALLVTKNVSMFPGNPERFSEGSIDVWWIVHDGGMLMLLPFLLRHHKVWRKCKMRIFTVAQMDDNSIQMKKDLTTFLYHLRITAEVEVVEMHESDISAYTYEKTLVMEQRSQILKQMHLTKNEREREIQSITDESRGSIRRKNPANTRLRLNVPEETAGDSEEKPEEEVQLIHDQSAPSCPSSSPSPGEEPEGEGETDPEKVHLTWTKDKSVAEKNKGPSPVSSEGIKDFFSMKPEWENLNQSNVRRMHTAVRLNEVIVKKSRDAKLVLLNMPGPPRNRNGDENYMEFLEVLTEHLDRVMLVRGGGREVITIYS
# FXIIa inh 1536 – inhibitors of human coagulation factor XIIa; inhibition, % at 5 µM; 220,000 compounds, 0.3% hits; purified FXIIa, Boc-QGR-AMC fluorogenic substrate, 2 h; P00748; AID 800; in the data active means inhibition above about 40%;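 further: 0% = enzyme with no compound and 100% = blank without enzyme; many of its hits are not listed in these tables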
# FXIa inh 1536 – inhibitors of human coagulation factor XIa; 220,000 compounds, 0.14% hits; inhibition, % at 5 µM; purified FXIa, Boc-Glu-Ala-Arg-AMC fluorogenic substrate;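 active means inhibition of at least 40%; inactive means inhibition below 40%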;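 further: fluorescence of freed AMC excited at 355 nm; 0% = enzyme without compound and 100% = no enzyme blank; many of its hits are not listed in these tables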
# KLK5 inh – kallikrein 5 (human) inhibition. 210,000 compounds, 0.59% hits. recombinant hK5, fluorogenic AMC substrate cleavage. inhibition, % at 5 µM. Q9Y337;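 active means inhibition of 40% or more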;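 further: 0% = enzyme controls without compound and 100% = no-enzyme blanks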
# * hit, by the source's call; . = no result given; [ ] = another dose, or the depositor's remark. A portion of the library; the hit share may differ from the screen's.
structure	Calpain2 inh	Rad51 HR inh	Furin inhibitor	Thrombin inh	PERK inh	Cl transport mod	FXIIa inh 1536	FXIa inh 1536	KLK5 inh
CC1CCc2nc3ccc(S(=O)(=O)N4CCC(C(=O)N5CCCCCC5)CC4)cc3c(C(=O)O)c2C1 (stereo unspecified)	-23	9	-16	3	0.5	0.96	10	1	-5
O=C1CN(C(=O)CN2CCOCC2)C(c2ccccc2)c2cc(Br)ccc2N1 (stereo unspecified)	-31	-4	-14	-1	1.8	-0.055	9	3	-7
COCCCNC(=S)NNC(=S)NCCCOC	7	6	-4	-1	0.8	0.071	5	-9	0
CCOC(=O)Nc1ccc2c(c1)N(C(=O)CN(CC)CC)c1ccccc1C=C2	-5	-6	-11[20 µM]	-1	-0.4	-0.85	11	-1	-9
FC(F)Oc1ccc(NC(=S)NN2CCOCC2)cc1	-7	5	-8[20 µM]	3	-0.1	0.44	9	1	-12
COc1ccc(C(=O)n2cc(C(=O)c3cc(C)ccc3O)cn2)cc1OC	8	10	-17	-4	1.1	-3.1	10	3	-4
O=C(Nc1ccncc1)c1cc2ccccc2o1	9	-3	-6[20 µM]	2	0.5	2.2	17	4	-5
COc1ccc(/C(C)=N/NC(=O)Cn2nc([N+](=O)[O-])cc2C)cc1	2	11	-5	1	0.0	.	14	11	6
CCOC(=O)c1c(NC(=O)CN(CC)CC)sc2c1CCC2	-16	1	-15	6	1.0	-0.37	18	5	-1
CCOC(=O)c1oc2ccccc2c1CN1CCN(c2ccccc2)CC1	-4	5	-21	4	-0.7	-0.71	20	8	-6
O=[N+]([O-])c1c(NCCCO)cc(SCc2ccco2)c2nonc12	5	.	-7	-5	-0.8	-1.4	8	2	-15
O=C(c1cccc(C(F)(F)F)c1)c1c[nH]c(C(=O)NCCCN2CCOCC2)c1	2	1	-18	-8	-0.1	0.14	7	-8	-3
CC(C(=O)Nc1ccc(C#N)cc1)N(C)CC(=O)Nc1cccc(F)c1 (stereo unspecified)	-3	1	-28	-1	-0.1	-0.79	7	-1	9
O=C1C(c2ccc(F)cc2)N(Cc2ccc3c(c2)OCO3)C(=O)CN1C1CCCC1 (stereo unspecified)	9	1	-24	-1	-0.5	0.0069	8	-7	-23
O=C(Nc1cccc(-c2csc(Nc3ccc(Cl)cc3)n2)c1)c1ccccc1	-40	1	-34	-5	.	-0.0047	7	3	3
Cc1cc(C(=O)N[C@H](c2ccccc2)[C@@]2(C)C[C@@H]2[C@@H](C)C(=O)Nc2ccc3ccccc3c2)no1	-27	3	-10	-1	0.2	-0.5	12	3	-8
CC(C)C(=O)N1CCN(c2c(Cl)cccc2[N+](=O)[O-])CC1	3	-1	-15	-1	1.1	-0.31	16	0	4
CCN1CCN(P2(=O)C=C(c3ccccc3)OC(c3ccccc3)=C2)CC1	-17	4	-18	-5	-1.8	0.88	10	-2	6
C/C(=N\NC(=O)c1cccc(N/N=C(\C)c2ccc([N+](=O)[O-])cc2)c1)c1ccc([N+](=O)[O-])cc1	-4	14	-23	4	0.1	-0.64	16	4	6
Cc1cc(C)cc(NC(=O)CSc2ccc(-c3ccco3)nn2)c1	-3	-5	-16	-8	0.2	-0.67	11	2	-7
Cc1ccc(S(=O)(=O)CC(=O)c2ccc(C)c([N+](=O)[O-])c2)cc1	-5	6	-15[20 µM]	7	-0.8	.	3	-10	-25
Cn1c(C(=O)O)c(C=O)c2ccccc21	-17	3	-20	-9	2.0	0.89	8	17	0
CC1CC(=O)Nc2ccccc2N1C(=O)CN1CCN(C=O)CC1 (stereo unspecified)	19	16	-25	-5	-0.3	-0.55	12	0	18
COc1c(F)c(F)c(C(=O)Nc2ccccc2N2CCN(C(C)=O)CC2)c(F)c1F	-28	2	-9[20 µM]	-4	-0.6	0.29	12	6	-21
CCc1ccc(N2CN=c3s/c(=C\c4ccccc4)c(=O)n3C2)cc1	2	10	3	4	0.8	0.72	9	-1	-3
OCC1(Cc2ccccc2)CCCN(C2CCCC2)C1 (stereo unspecified)	-24	6	-17	-4	0.2	-0.035	2	-6	-5
C[C@H](NS(=O)(=O)c1ccc(Cl)c(Cl)c1)C(=O)OCc1cc(=O)n2cc(Br)ccc2n1	-20	-5	-17	-9	-0.9	-1.1	-2	-14	-17
COc1ccc(C(=S)N2CCCC2)cc1OC	-4	6	-5[20 µM]	-5	0.7	.	-3	-6	0
COc1ccc(Cl)cc1Nc1ncnc2sc(C)c(S(=O)(=O)N3CCC(C)CC3)c12	-20	5	-31	-7	1.4	-1.7	12	5	-13
C#CC1(NC(=O)NC(=O)c2c(F)cccc2F)CCCCC1	-16	7	-9	0	1.0	-0.43	9	3	-2
CCCCn1c(O)c(/C=C/C=C/C=Nc2ccccc2)sc1=S	-47	-48	-10	2	0.1	-0.14	12	7	-9
CC(C)(O)CCCC(C)(O)c1ccc(C(=O)O)cc1O (stereo unspecified)	-5	-8	-33	2	.	0.18	6	-1	-1
COc1ccc(NC(=O)CCC2CCCCC2)cc1S(=O)(=O)N1CCCCC1	25	-5	-11	-12	-0.6	-3.9*	-2	1	-5
C=CCn1c(N)c(C(=O)N2CCN(C)CC2)sc1=S	6	-32	-10[20 µM]	-4	0.5	-0.53	-2	-2	22
c1ccc(Oc2ccc(-n3cnnn3)cc2)cc1	2	-8	11[20 µM]	1	-0.1	-0.089	11	-2	16
CCOc1ccc(NC(=O)C2C3CC/C=C\CCC32)cc1 (stereo unspecified)	12	-10	-8	-2	-0.5	0.17	10	0	-2
Nc1cccc(Cl)c1N1CCOCC1	-16	-1	-6[20 µM]	2	1.7	0.98	11	1	-18
CCOC(=O)c1c(NC(=O)C2CCCO2)sc(C(N)=O)c1C (stereo unspecified)	18	-6	-15	-12	-0.8	1.1	-2	-11	-7
Cn1nc(CC(=O)NCc2cccc3ccccc23)c2ccccc2c1=O	-7	.	-20[20 µM]	-7	-0.7	-0.0064	24	21	-2
COC(=O)c1ccccc1Sc1snnc1C	-21	-76	-21	2	1.1	-0.22	2	-4	-8
COc1ccc2c(CCNC(N)=S)c[nH]c2c1	-9	7	-23	0	1.4	-0.48	8	-1	-2
O=C(CCn1c(=O)oc2ccccc21)N1CCc2ccccc21	-14	-7	-4	4	-1.1	.	19	5	10
COC(=O)c1cccc(NC(=O)Nc2ccc(Cl)c(Cl)c2)c1	26	6	-31[20 µM]	2	1.1	.	15	-3	0
C=CCOC(=O)C(C#N)c1nc2ccccc2nc1N1CCCC1 (stereo unspecified)	-60	-3	-4	2	-1.4	-0.47	18	4	-11
CC(C)Cn1nc(NS(=O)(=O)c2ccccc2)c2cc3ccccc3nc21	-16	4	-17	1	0.9	0.19	20	-2	-2
C/C(CC(=O)NCc1ccccc1)=N\NC(=O)c1cnccn1	-9	-5	-22	-16	0.6	0.029	8	4	-7
CCN=c1sc(C(=O)NCCc2ccccc2)cc(=O)n1CC	-36	0	-15	0	0.4	-1.4	-3	-2	3
COC(Cn1cc(C)c(=O)[nH]c1=O)OC	-31	4	-31	-3	1.4	-0.0083	8	-2	0
C/C(Cn1nc([N+](=O)[O-])cc1C)=N\NC(=O)COc1ccccc1[N+](=O)[O-]	3	.	-25	0	1.1	1.2	24	22	-8
COc1ccccc1-c1nnc(SCc2nc3ccccc3[nH]2)n1C	4	-8	-6[20 µM]	-8	-0.2	.	2	-7	-26
CCN(CC)S(=O)(=O)c1ccc2[nH]cc(C(=O)NCCc3ccccc3)c(=O)c2c1	10	-3	-5[20 µM]	-6	0.9	0.99	24	9	4
Cc1cc2nc3n(c2cc1C)CC1CC(C(=O)NCc2ccco2)N(C)C31 (stereo unspecified)	3	-7	-27	-5	.	-0.88	3	-3	-2
CCOC(=O)c1sc(=S)n(-c2ccccc2Cl)c1SC	28	-2	-8	-4	0.8	-0.8	2	-9	0
N#Cc1c(-c2ccccc2)cc(C2CC2)nc1N	-192	-4	-23	-6	0.6	-1.3	7	-4	-11
Cc1ccc(NC(=O)COC(=O)c2cccc(N3C(=O)c4ccccc4C3=O)c2)cc1	-7	-2	-23	-1	0.6	-0.19	6	-1	-3
CCOc1ccccc1Nc1nnc(SCc2ccc(C(=O)OC)o2)s1	28	9	-8	-1	0.0	-1.3	1	-1	13

# Molecules listed so far that have a thiophene ring, fused or not:
structure	Calpain2 inh	Rad51 HR inh	Furin inhibitor	Thrombin inh	PERK inh	Cl transport mod	FXIIa inh 1536	FXIa inh 1536	KLK5 inh
CCOC(=O)c1c(NC(=O)CN(CC)CC)sc2c1CCC2	-16	1	-15	6	1.0	-0.37	18	5	-1
COc1ccc(Cl)cc1Nc1ncnc2sc(C)c(S(=O)(=O)N3CCC(C)CC3)c12	-20	5	-31	-7	1.4	-1.7	12	5	-13
CCOC(=O)c1c(NC(=O)C2CCCO2)sc(C(N)=O)c1C (stereo unspecified)	18	-6	-15	-12	-0.8	1.1	-2	-11	-7

# (listing goes on)
structure	Calpain2 inh	Rad51 HR inh	Furin inhibitor	Thrombin inh	PERK inh	Cl transport mod	FXIIa inh 1536	FXIa inh 1536	KLK5 inh
CCN(CC)CCNC(=O)c1ccc(NC(=O)c2ccc(F)cc2F)cc1	-17	.	-17	-2	2.0	0.51	4	-2	-34
COc1ccc(NC(=O)CSc2nc3ccccc3c(=O)n2CCCN2CCCCC2)c(OC)c1	-11	.	-1[20 µM]	1	-2.4	.	11	27	49*
O=C(CN(Cc1ccccc1)S(=O)(=O)c1cccc(C(F)(F)F)c1)NC1CCCCC1	15	-1	-14	-5	-0.1	0.49	10	6	-7
C=CCc1ccc(OCCOCCOc2ccc(C)cc2[N+](=O)[O-])c(OC)c1	8	12	-13[20 µM]	-4	0.4	-1.1	-10	-8	-1
COc1ccc(C(NC=O)c2cc(OC)c(OC)cc2Br)cc1OC (stereo unspecified)	13	2	-14	-5	0.7	-0.081	8	10	-2
Cc1nc2c(C(=O)N3CCOCC3)cnn2c(C)c1Cc1cccc(Cl)c1	-148	.	-3[20 µM]	-15	-0.1	0.34	-9	3	2
CC(C)c1ccc(C(O)P(=O)(OC2CCCCC2)OC2CCCCC2)cc1 (stereo unspecified)	-13	.	-4	-7	-1.0	0.03	5	-2	-2
COC(=O)Cc1ccc(NC(=O)c2cccs2)cc1	1	-7	-14[20 µM]	2	1.1	-0.71	16	0	-9
N#C/C(=C\Nc1ccccc1SC(F)(F)F)c1nc(-c2ccccc2)cs1	7	5	-15	0	0.4	0.27	3	5	28
COC(=O)c1cc(NC(=O)Cn2c(=O)cnc3ccccc32)cc(C(=O)OC)c1	-86	2	-13	1	0.2	.	12	-3	-2
COc1ccc(NC(=S)NNS(=O)(=O)c2ccc3ccccc3c2)c(OC)c1	-15	-16	-6	-2	-0.5	-0.21	6	-6	-4
CCNS(=O)(=O)c1ccc(NC(=O)Cn2cc([N+](=O)[O-])cn2)cc1	-18	1	-33	-3	0.2	0.49	.	-1	3
CN(C)CCNC(=O)c1ccc(COCC(F)(F)F)cc1	36	-7	-15[20 µM]	-5	-0.2	-0.071	10	6	-23
COc1cccc(NC(=O)c2ccc(-c3ccccc3[N+](=O)[O-])o2)c1	-14	.	-10	-6	0.4	0.063	2	-4	-4
